Screening results (PubChem BioAssay)
MgcRacGAP inhibition: MgcRacGAP GTPase-activating activity inhibitors, confirmation, biochemical, ADP Hunter fluorescence; MgcRacGAP-stimulated Rac1 GTP hydrolysis, ADP Hunter fluorescence; higher % means a stronger effect; GST-tagged Rac1 F28L mutant substrate; AID 624330; 340,000 compounds, 0.6% hits; one-dose inhibition, % at 30 µM; IC50 in µM for titrated hits;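 active means first-screen hits whose inhibition reached a set limit at any dose in the follow-up dose series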;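 further: fluorescence reports GDP produced by GAP-driven GTP hydrolysis; strong numbers were not always called active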
SV40 large T antigen: TAg ATPase/helicase activity blockers – biochemical (AID 1903); SV40 large T antigen ATPase/helicase inhibition assay; higher % means a stronger effect; one-dose inhibition, % at 20 µM; IC50 in µM for titrated hits; 310,000 compounds, 0.39% hits; in the data active means a potency from the dose series; further: strong numbers were not always called active
NOD1 NF-kB reporter: inhibition of NOD1-driven NF-kB reporter – cell-based, luminescence, uHTS, primary screen (AID 1578); one-dose inhibition, % at 4 µM; EC50 in µM for titrated hits; 290,000 compounds, 1% hits; NOD1-driven NF-kB luciferase reporter cells, luminescence; higher % means a stronger effect; in the data active means inhibition mostly above about 36%, no sharp cut-off; inactive means mostly below about 34%;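 further: HEK-293T reporter cells stimulated with the NOD1 agonist gamma-tri-DAP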
KOR beta-arrestin-1: KOR antagonists, beta-arrestin recruitment, cell-based, luminescence, uHTS (AID 1778); 290,000 compounds, 0.091% hits; KOR beta-arrestin recruitment, luminescence, antagonist mode; higher % means a stronger effect; one-dose inhibition, % at 10 µM; IC50 in µM for titrated hits; further: strong numbers were not always called active
KOR beta-arrestin-2: kappa opioid receptor activators – cell-based, luminescence, uHTS, primary screen (AID 1777); KOR beta-arrestin recruitment, luminescence; higher % means a stronger effect; activation, % at 10 µM; hits with a dose series show EC50 in µM; 280,000 compounds, 0.02% hits; in the data active means activation above about 50%, passing the limit was not always enough; further: a part of the inactive calls stands beside numbers as strong as those of hits
HIV peptide binding: cell-free HIV fusion peptide-binding blockers – biochemical, uHTS, fluorescence dequenching, primary screen (AID 1986); cell-free peptide binding, fluorescence dequenching, 30 min; higher % means a stronger effect; inhibition, % at 20 µM, or IC50 in µM where a hit was titrated; 290,000 compounds, 0.3% hits; in the data active means inhibition mostly above about 52%, no sharp cut-off; inactive means mostly below about 76%; further: some results filed as inactive read as strong as hits
GPR55 antagonists: GPR55 antagonists blocking LPI-driven arrestin recruitment, primary screen, imaging, U2OS, beta-arrestin-GFP, LPI agonist (AID 2013); U2OS GPR55 beta-arrestin-GFP translocation imaging, LPI antagonism; higher % means a stronger effect; inhibition, % at 10 µM, or IC50 in µM where a hit was titrated; 290,000 compounds, 0.13% hits;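 active means spots per cell inhibited over 60%, with over 100 cells counted and total cytoplasm intensity under 500,000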;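 further: U2OS cells stably carrying GPR55 and arrestin-GFP stimulated by 5 µM LPI near EC80; imaged beta-arrestin-GFP aggregate spots per cell after agonist stimulation; plate controls were LPI-stimulated DMSO wells for no effect and DMSO wells without LPI for full effect; some results filed as inactive read as strong as hits; confirmed hits need IC50 under 10 µM and bright autofluorescent wells are also inconclusive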
GPR55 activation: selective activators of receptor GPR55 – imaging, U2OS cells, beta-arrestin-GFP redistribution, primary screen (AID 1961) | activation, % at 10 µM; hits with a dose series show EC50 in µM | U2OS GPR55 beta-arrestin-GFP redistribution imaging; higher % means a stronger effect | 290,000 compounds, 0.048% hits;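 active means activation above 40% with more than 50 cells counted in the well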;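 further: U2OS osteosarcoma cells stably expressing GPR55 and beta-arrestin-GFP; plate controls were DMSO negative control for no effect and LPI positive control for full effect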
NOD2 inhibition: inhibition of NOD2-driven NF-kB reporter – cell-based, luminescence, uHTS, HEK293 (AID 1566) | HEK293 NOD2/NF-kB luciferase reporter, luminescence; higher % means a stronger effect | inhibition, % at 4 µM, or EC50 in µM where a hit was titrated | 290,000 compounds, 0.63% hits; further: many of its hits are not listed in these tables
The depositor's hits bear a star; / = no result given; [ ] = another dose, or the depositor's remark. Unless noted, no stated cut-off is given here; in the data, active means inhibition above about 50%; inactive means the rest. The list is partial; rates above refer to the full screens.

SMILES	MgcRacGAP inhibition	SV40 large T antigen	NOD1 NF-kB reporter	KOR beta-arrestin-1	KOR beta-arrestin-2	HIV peptide binding	GPR55 antagonists	GPR55 activation	NOD2 inhibition
CCOc1cc(/C=C2/C(=N)N3OC(C)=CC3=NC2=O)ccc1OC	0%	0%	-41%	8%	-3.0%	0.7%	-4%	0.1%	-2%
COc1ccc([N+](=O)[O-])cc1NC(=O)CCN1CCN(c2ccccc2OC)CC1	8%	3%	-22%	20%	1.4%	-0.2%	14%	0.1%	11%
Cc1ccc(/C=C2/NC(=O)N(Cc3ccccc3F)C2=O)o1	11%	26%	-37%	30%	-1.7%	7.1%	-8%	-0.3%	-3%
Cc1ccccc1N/N=C1\CCCNC1=O	4%	17%	17%	-28%	1.8%	-3.8%	9%	-0.2%	10%
COc1ccc(-c2cc(C(F)(F)F)n3nc(C(=O)O)nc3n2)cc1	7%	8%	2%	-6%	-5.3%	1.9%	10%	-0.1%	14%
Cc1ccc(N2CCN(C(=O)c3cccc([N+](=O)[O-])c3)CC2)cc1Cl	-1%	4%	-26%	4%	-2.1%	-2.2%	-3%	-0.2%	-11%
C/C=C/c1ccc(OCC(=O)OCc2csc(Nc3ccc(C)cc3)n2)c(OC)c1	4%	4%	-54%	-23%	1.8%	2.7%	7%	-0.4%	-25%
COc1ccc(S(=O)(=O)NCCc2cn3nc(C)c(C)nc3n2)cc1	4%	13%	-16%	-15%	-6.2%	1.2%	14%	-0.2%	8%
CSc1cccc(NC(=O)OC2CCCCCCCCCCC2)c1	7%	7%	3%	14%	2.0%	0.4%	2%	-0.1%	27%
COc1ccc(OC)c(S(=O)(=O)Nc2ccc(C)c(C)c2)c1	0%	28%	-15%	7%	-4.7%	-2.0%	-10%	-0.1%	-12%
CNc1ccccc1C(=O)OCC(=O)N1CCN(c2ccc(OC)cc2)CC1	19%	25%	-10%	8%	-1.7%	-0.4%	-1%	0.3%	-1%
O=C(O)c1ccc(NNC(=S)Nc2cc(C(F)(F)F)ccc2Cl)cc1	8%	19%	-12%	8%	1.9%	7.0%	-6%	0.8%	14%
O=C(COC(=O)C1CCC(=O)N1)Nc1cc(Cl)ccc1Cl (configuration not stated)	2%	1%	-24%	16%	-2.0%	2.2%	6%	-0.1%	-6%
CCCCc1cc(=O)oc2c(C)c(OCc3nn[nH]n3)ccc12	10%	6%	-4%	29%	/	-0.7%	8%	0.0%	9%
Cc1cnc(SCCc2ccncc2)nc1C	/	20%	-13%	19%	-4.4%	-2.0%	6%	-0.2%	0%
COc1ccc(C(c2nnnn2C2CCCC2)N2CCC(C)CC2)cc1 (configuration not stated)	9%	-1%	-7%	-3%	3.2%	-0.3%	7%	-0.1%	5%
CCCCn1c(CN(C)Cc2ccccc2)nc2c1c(=O)n(C)c(=O)n2C	7%	6%	7%	6%	-2.1%	-2.0%	-1%	0.2%	8%
O=C(Cn1cnc2c(nnn2Cc2ccc(F)cc2)c1=O)NCc1ccc(F)cc1	4%	19%	-27%	12%	-3.4%	-2.2%	-2%	-0.1%	11%
N#Cc1c(-c2ccccc2)c(-c2ccccc2)n(Cc2ccco2)c1NC(=O)c1cccs1	-1%	4%	0%	24%	-0.8%	1.0%	27%	-0.1%	6%
Cc1csc(SCC(=O)N2CCN(S(=O)(=O)c3ccccc3)CC2)n1	2%	4%	-8%	-4%	-2.0%	1.5%	4%	0.3%	13%
CCOc1ccc(NC(=S)NNC(=O)c2cc(Br)ccc2Cl)cc1	8%	14%	20%	-6%	4.6%	6.5%	3%	0.4%	-9%
O=C(Nc1ccc2c(c1)CCC2)c1cc(S(=O)(=O)Nc2ccc(F)cc2)c(Cl)cc1Cl	8%	8%	42%	-33%	3.0%	4.2%	12%	0.2%	36%
Cc1cccc(NC(=O)c2cc([N+](=O)[O-])ccc2NCC2CCCO2)n1 (configuration not stated)	4%	4%	-39%	-6%	-5.7%	0.1%	20%	-0.1%	11%
CC(=O)Nc1ccc(Nc2ccc3nonc3c2[N+](=O)[O-])cc1	6%	16%	-18%	12%	-0.5%	-1.1%	-3%	0.1%	1%
CC(=O)Nc1ccc(S(=O)(=O)N2CCC(C(=O)Nc3nccs3)CC2)cc1	7%	4%	-31%	-4%	0.9%	1.3%	2%	-0.1%	0%

(listing goes on)
SMILES	MgcRacGAP inhibition	SV40 large T antigen	NOD1 NF-kB reporter	KOR beta-arrestin-1	KOR beta-arrestin-2	HIV peptide binding	GPR55 antagonists	GPR55 activation	NOD2 inhibition
Cc1ccc(SCc2ccc(C(=O)NCc3ccncc3)cc2)cc1	1%	8%	42%	26%	0.7%	-3.7%	-10%	-0.1%	2%
Cc1cc(C)cc(-n2nnnc2-c2cn(C)nc2C(F)(F)F)c1	1%	14%	14%	-6%	-0.8%	-1.3%	7%	0.2%	23%
Cc1cnc(NC(=O)c2ccc3c(c2)C(=O)N(Cc2cccnc2)C3=O)s1	1%	8%	7%	7%	0.5%	0.1%	3%	-0.2%	11%
CC(C)CC(C(=O)Nc1cccc(O)c1)N1C(=O)c2ccccc2C1=O (configuration not stated)	8%	5%	-28%	-18%[20 µM]	-4.2%	-1.1%	2%	-0.2%	5%
CNc1nc(N)c(C(=O)Nc2cc(C)on2)s1	-7%	7%	-43%	-16%	0.9%	2.3%	15%	-0.6%	-30%
CC(=O)Nc1ccc(NC(=O)CN2CCCC(C)C2)c(Cl)c1 (configuration not stated)	9%	10%	-20%	17%	4.5%	-0.9%	-6%	-0.2%	-3%
CC12CCC(C(=O)OC3CCCCC3)(OC1=O)C2(C)C (configuration not stated)	1%	23%	-10%	-38%[20 µM]	1.8%	-1.7%	4%	-0.4%	5%
O=C(NCc1cccnc1)C(=O)NCC(c1ccco1)N1CCOCC1 (configuration not stated)	5%	16%	-27%	10%	-5.9%	-0.9%	1%	-0.3%	11%
O=C(NC1CCCC1)c1ccc(Br)o1	-10%	-4%	-3%	18%	-7.4%	-1.2%	9%	0.3%	14%
COc1cc(/C=C(\C#N)c2nc(-c3cc4ccccc4oc3=O)cs2)ccc1O	7%	3%	-34%	-10%	-9.5%	32%	7%	-0.1%	6%
CN(C(=O)c1cc([N+](=O)[O-])ccc1N1CCCC1)C1CCCCC1	6%	4%	6%	37%	-4.3%	-1.3%	20%	-0.1%	-34%
COc1ccc(OCc2cc(C(=O)N(C)Cc3cc(C4CC4)n[nH]3)no2)c(Cl)c1	-13%	11%	0%	-32%	12%	3.0%	-10%	-0.1%	-25%
Cc1ccccc1NC(=O)COc1ccc2oc(=O)cc(C)c2c1	12%	11%	-38%	-2%	-2.7%	-0.6%	-6%	0.1%	4%
NC(=O)C1CCCN(C(=S)Nc2ccccc2)C1 (configuration not stated)	4%	10%	-56%	25%	-1.2%	-1.0%	-5%	-0.2%	-1%
CC(=O)Nc1ccc(NS(=O)(=O)c2cccc3nonc23)cc1	8%	2%	4%	-20%	1.1%	0.9%	-11%	0.7%	17%
Cc1cc(C(=O)NNC(=S)NC(C)c2ccccc2)cs1 (configuration not stated)	3%	11%	8%	18%	3.3%	-5.0%	-6%	-0.3%	22%
COc1ccccc1CNCc1ccc(OC)c(OC)c1OC	20%	-1%	-18%	-18%	1.9%	-0.7%	15%	0.1%	14%
Cc1ccc(NC(=S)N/N=C2/CCCCc3ccccc32)cc1	12%	/	-9%	19%	3.3%	-0.4%	8%	0.0%	5%
CCC(C)(C)NC(=O)C(c1cccn1C)N(C(=O)Cn1nnc2ccccc21)c1ccc(NC(C)=O)cc1 (configuration not stated)	1%	20%	-33%	-13%[20 µM]	/	0.2%	-4%	-0.1%	-18%
COC(c1ccccc1)c1nnc(CCC(=O)N(C)C(C2CC2)C2CC2)o1 (configuration not stated)	12%	20%	-55%	-13%	-4.0%	-1.0%	6%	0.3%	-71%
O=C(c1cc(C(=O)c2ccco2)cc(C(=O)c2ccco2)c1)c1ccco1	-2%	-4%	-32%	-12%	-0.2%	7.5%	4%	0.6%	9%
CCOC(=O)c1[nH]c2ccc(OC)cc2c1NC(=O)CN1CCN(c2ccccn2)CC1	/	23%	-36%	-9%	-2.0%	-2.6%	-1%	-0.3%	2%
COc1ccc(S(=O)(=O)N(C)C)cc1NC(=O)CSc1nc(N)cc(N)n1	7%	5%	-9%	-2%	-1.8%	-0.5%	-4%	-0.2%	9%
CCC(C)NC(=O)c1ccc(C(=O)c2ccccc2)cc1 (configuration not stated)	3%	7%	-57%	-18%	-2.1%	-0.6%	-2%	-0.1%	4%
O=C(NNc1ncnc2c1cnn2-c1cccc(Cl)c1)c1ccco1	9%	12%	-20%	-17%	-0.7%	-0.7%	1%	-0.2%	7%

Going on with the list.
SMILES	MgcRacGAP inhibition	SV40 large T antigen	NOD1 NF-kB reporter	KOR beta-arrestin-1	KOR beta-arrestin-2	HIV peptide binding	GPR55 antagonists	GPR55 activation	NOD2 inhibition
O=C(COC(=O)c1ccco1)Nc1ccc2c(c1)OCCO2	-2%	3%	0%	13%	-4.2%	-3.0%	-7%	-0.2%	7%
O=C(c1ccco1)N1CCN(CCOc2ccccc2)CC1	6%	7%	-8%	3%	-0.8%	-1.7%	7%	0.1%	-5%
CCCC(=O)c1c(NCCO)cc(C)oc1=O	3%	-3%	-11%	13%	0.5%	0.3%	0%	1.0%	11%
COc1cc(NC(=O)C2CC2C)c(C(=O)O)cc1OC (configuration not stated)	6%	3%	-30%	-6%	0.0%	1.4%	9%	0.3%	-8%
COc1ccc(CCC(=O)N2CCN(c3ccc([N+](=O)[O-])cc3)CC2)cc1OC	10%	7%	-1%	9%	5.0%	-1.7%	6%	-0.2%	19%
COc1cc(C2=NOC(C(=O)N3CCCc4ccccc43)C2)cc(OC)c1OC (configuration not stated)	10%	14%	-57%	2%	-3.4%	1.2%	18%	0.0%	15%
COc1ccc(C(=O)OCC(=O)NC(C)CCc2ccccc2)c(OC)c1 (configuration not stated)	/	20%	-4%	7%	-3.7%	0.4%	0%	-0.1%	11%
CC(=O)N1CCN(c2ccc(NC(=O)c3ccccc3Br)cc2Cl)CC1	7%	0%	-3%	-4%	9.6%	-0.8%	6%	-0.2%	18%
O=C(C1CCN(S(=O)(=O)c2ccc(-n3cnnn3)cc2)CC1)N1CCCCC1	4%	7%	-36%	-20%	-1.8%	-1.9%	4%	-0.1%	8%
C=CCNc1nnnc2c1sc1nc(N3CCOCC3)c3c(c12)CCCC3	18%	17%	-1%	-17%	5.2%	-0.1%	-1%	1.0%	16%

A second format for some results above:
smiles | MgcRacGAP inhibition | SV40 large T antigen | NOD1 NF-kB reporter | KOR beta-arrestin-1 | KOR beta-arrestin-2 | HIV peptide binding | GPR55 antagonists | GPR55 activation | NOD2 inhibition
O=C(c1ccco1)N1CCN(CCOc2ccccc2)CC1 | 6% | 7% | -8% | 3% | -0.8% | -1.7% | 7% | 0.1% | -5%
CCCC(=O)c1c(NCCO)cc(C)oc1=O | 3% | -3% | -11% | 13% | 0.5% | 0.3% | 0% | 1.0% | 11%
COc1cc(NC(=O)C2CC2C)c(C(=O)O)cc1OC (configuration not stated) | 6% | 3% | -30% | -6% | 0.0% | 1.4% | 9% | 0.3% | -8%
